Source: PubChem
KKLEB cytotox: counter-screen for CF NF-kB inhibitors: cytotoxicity; KKLEB CF airway cells viability, ATPlite luminescence, overnight; hits give low values; cells stimulated with P. aeruginosa culture filtrate; activity change (cytotoxicity), % at 5 µM; 360,000 compounds, 0.36% hits; AID 602141;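 active = corrected activity change at or below -50% at 5 µM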
iPSC survival up: increases survival of single human iPS cells; AID 602274; survival enhancement, % at 20 µM; 360,000 compounds, 0.044% hits; hiPSC single-cell survival, ATPlite luminescence; 100% = ROCK inhibitor wells, 0% = DMSO; in the data active = survival enhancement above about 18%;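 also: cells exposed to compounds for 16 hours before the ATP read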
Peg3 prom inh: inhibitors of Peg3 promoter; 360,000 compounds, 1.7% hits; inhibition, % at 20 µM; AID 588405; HeLa PEG-Prom luciferase reporter, luminescence, overnight;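 active = inhibition of at least 50% at 20 µM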
TRAIL sens C8: caspase-8 TRAIL sensitization | NB7+C8 cells + TRAIL, ATPlite viability luminescence | inhibition (viability loss, TRAIL sensitization), % at 10 µM | 360,000 compounds, 1% hits;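 active = compounds causing at least 50% loss of cell viability in the single-dose screen, relative to plate controls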
TRPM1 prom inh: inhibitors of MITF-driven TRPM1 promoter in melanoma cells | inhibition, % at 12.5 µM | 330,000 compounds, 0.83% hits | SK-MEL-5 TRPM1 promoter luciferase, 24 h;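 active = mean inhibition across replicates of 60% or more, whatever share of single replicates reaches that level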; also: values of inactives mirror those of a sister screen read the other way
HIF-2a inh: HIF-2a inhibition; 786-0 RCC cells HIF-2a reporter, luciferase luminescence, overnight; inhibition, % at 18.8 µM; 360,000 compounds, 0.72% hits; AID 624352;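 active = inhibition of the luminescence signal of 40% or more relative to plate controls, in a single-dose primary screen at 18.75 µM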
CF NFkB block: blocks PAF-induced NF-kB reporter in cystic fibrosis cells; KKLEB NF-kB-GFP reporter, GFP fluorescence overnight; inhibition, % at 5 µM; 360,000 compounds, 0.86% hits; AID 588850;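 active = at least 50% inhibition at 5 µM, scaled per plate between neutral and stimulator controls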;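 also: PAF is a Pseudomonas aeruginosa culture filtrate used as stimulus; plate controls were PAF-stimulated DMSO wells for no effect and unstimulated DMSO wells for full effect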
Shn3 3UTR inh: reduces Shn3 3'UTR luciferase signal in osteoblasts; Clone20 osteoblast Shn3 3'UTR firefly luciferase, 24 h; inhibition, % at 12.5 µM; 360,000 compounds, 0.52% hits;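 active = mean inhibition of at least 75% with every replicate also reaching 75%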;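 also: 0% = median of neutral control wells and 100% = pilot-screen positive control compound; some compounds past the cut are filed as inactive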
NR2E3 ag-1: human photoreceptor-specific nuclear receptor agonism; CHO-S Gal4-NCOR/VP16-NR2E3 two-hybrid, luciferase; inhibition of corepressor binding, % at 3.98 µM; 360,000 compounds, 0.35% hits; AID 602229;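 active = inhibition above the mean of all tested compounds plus 3 SD, cut at about 70% in these data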;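 also: 0% = DMSO with NR2E3 transfected cells and 100% = cells lacking NR2E3 construct; higher means lower luciferase signal from less NR2E3 corepressor binding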
Target sequence (Q9Y5X4 whole entry, looked up, the tested form may be a part): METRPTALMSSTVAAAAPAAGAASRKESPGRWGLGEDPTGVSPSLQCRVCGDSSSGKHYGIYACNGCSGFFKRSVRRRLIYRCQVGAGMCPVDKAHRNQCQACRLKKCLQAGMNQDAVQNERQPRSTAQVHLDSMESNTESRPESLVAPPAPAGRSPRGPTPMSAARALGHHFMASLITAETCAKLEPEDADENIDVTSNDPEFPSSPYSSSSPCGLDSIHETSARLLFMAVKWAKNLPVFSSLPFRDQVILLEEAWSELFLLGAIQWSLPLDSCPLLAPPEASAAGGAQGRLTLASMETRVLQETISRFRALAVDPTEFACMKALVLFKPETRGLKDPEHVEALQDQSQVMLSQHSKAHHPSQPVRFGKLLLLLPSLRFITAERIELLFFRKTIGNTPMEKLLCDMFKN
NR2E3 ag-2: agonists of human nuclear receptor NR2E3 | Q9Y5X4 | GST-NR2E3/biotin-RetCOR TR-FRET, 1536-well | inhibition of corepressor binding, % at 4.78 µM | 320,000 compounds, 0.12% hits | AID 2300;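 active = percent inhibition above the cutoff of mean plus 3 SD of all tested compounds, set per screening campaign, cut at about 20% in these data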;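 also: 0% = DMSO wells and 100% = biotin wells as full block of FRET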
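Test system – NR2E3–RetCOR corepressor complex · Quantity – NR2E3 fusion 1.35 nM · Buffer or medium – Tris pH 7.5 · Incubation – Compound–protein incubation for 5 h at 4 °C · Technique – TR-FRET, Eu(K)-anti-GST donor, streptavidin-D2 acceptor, ex 340, em 617/671 nm · Evaluation – percent inhibition of 671/617 nm emission ratio versus biotin and DMSO controls · Plate – 1536-well format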
EBV LMP1 NFkB: inhibitors of Epstein-Barr LMP1-induced NF-kappaB reporter | LMP1-induced NF-kappaB luciferase reporter cells, luminescence | inhibition, % at 12.5 µM | 350,000 compounds, 0.69% hits; in the data active = inhibition above about 41%;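 also: 0% = neutral control wells and 100% = reference inhibitor control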
Starred values were filed as active, the others as inactive; . = no result given. These rows are one share of the data; count on the stated rates, not on these rows.

mol	KKLEB cytotox	iPSC survival up	Peg3 prom inh	TRAIL sens C8	TRPM1 prom inh	HIF-2a inh	CF NFkB block	Shn3 3UTR inh	NR2E3 ag-1	NR2E3 ag-2	EBV LMP1 NFkB
CCC(C)(C)c1nnc(NC(=O)C2CC(=O)N(CCc3ccc(F)cc3)C2)s1 (centres undefined)	1	0.2	7	-10	0	7	-3	-37	-12	-2	1
CN1CCC(OC(=O)Cc2ccc(Cl)cc2)CC1	1	-1.0	5	-5	-20	8	-8	-2	-18	2	-21
CC(=O)Nc1ccc(S(=O)(=O)N2CCC(c3nc4ccc(C)cc4[nH]3)CC2)cc1	-2	-0.6	19	39	9	14	-12	1	2	-1	6
Cc1ccc(S(=O)(=O)N(CC(=O)N2CCc3ccccc3C2)c2cccc(Cl)c2)cc1	5	-3.7	33	1	6	31	-1	11	-23	-1	-1
COc1ccccc1N(CC(=O)NCCSCc1ccccc1)S(=O)(=O)c1ccccc1	-9	-1.7	21	-17	.	7	9	-13	15	.	-5
COc1cccc(N2CCN(C(=S)Nc3cc(C)cc(C)c3)CC2)c1	-11	-2.5	24	7	5	10	18	13	-3	-3	-2
COc1ccc(OCCSc2ncc(CO)n2C)cc1	-5	-0.8	-45	6	-6	-70	7	5	-16	1	9
CN1CCC(N(C)S(=O)(=O)c2ccc(NC(=O)c3ccc(S(=O)(=O)N(C)C)cc3)cc2)CC1	5	2.4	-7	-2	-1	2	-22	-15	10	.	-13
O=C(Nc1ccc(F)cc1)c1ccc2nc[nH]c2c1	10	-1.6	-120	0	-22	-152	-21	-65	-11	0	4
CC(C)CN1CCN(Cc2ccc(C#CC(C)(C)O)cc2)CC1CCO (centres undefined)	16	-0.6	10	-3	-1	4	10	-6	-13	-4	3
CN1C(=O)S/C(=C\c2ccccc2OCc2ccc(C(=O)O)cc2)C1=O	10	-0.5	11	13	-6	12	-5	-13	-2	-2	-20
COc1ccccc1N1CCN(C(=O)c2oc3cc(C)cc(C)c3c2C)CC1	-15	1.4	23	0	-2	18	20	1	-14	2	6
Cc1ccc(NC(=O)C2CCN(S(=O)(=O)c3ccc4c(c3)NC(=O)C(C)S4)CC2)c(C)c1 (centres undefined)	-4	0.4	-6	21	9	-9	3	43	33	0	9
Cc1cc(C)n2cc(COc3ccccc3)nc2n1	6	4.0	-21	-1	-10	-18	-12	-14	-21	0	2
CCCS(=O)(=O)NC(=O)C1(C)CCCN(C(=O)c2cccs2)C1 (centres undefined)	-6	-2.1	12	-11	.	2	-3	3	6	.	.
COc1ccc(S(=O)(=O)N2CCC(C(=O)Nc3cccc(Cl)c3)CC2)cc1OC	6	1.2	20	15	15	13	15	15	20	7	10

Three of the entries above in order of the NR2E3 ag-2 value, highest first:
compound | Peg3 prom inh | TRPM1 prom inh | HIF-2a inh | CF NFkB block | Shn3 3UTR inh | NR2E3 ag-1 | NR2E3 ag-2 | EBV LMP1 NFkB
CN1CCC(OC(=O)Cc2ccc(Cl)cc2)CC1 | 5 | -20 | 8 | -8 | -2 | -18 | 2 | -21
O=C(Nc1ccc(F)cc1)c1ccc2nc[nH]c2c1 | -120 | -22 | -152 | -21 | -65 | -11 | 0 | 4
CC(=O)Nc1ccc(S(=O)(=O)N2CCC(c3nc4ccc(C)cc4[nH]3)CC2)cc1 | 19 | 9 | 14 | -12 | 1 | 2 | -1 | 6

Carrying on:
mol	KKLEB cytotox	iPSC survival up	Peg3 prom inh	TRAIL sens C8	TRPM1 prom inh	HIF-2a inh	CF NFkB block	Shn3 3UTR inh	NR2E3 ag-1	NR2E3 ag-2	EBV LMP1 NFkB
COc1cccc(NC(=O)c2cccs2)c1	-6	-2.8	-166	6	-61	-170	10	1	-54	0	-33
Cc1onc(-c2ccccc2)c1C(=O)O/N=C(\N)c1ccc([N+](=O)[O-])o1	7	-0.3	-6	-22	9	5	-3	-7	-15	-9	1
COc1ccc(/C=N/NC(=O)c2ccc[nH]2)cc1	3	-0.3	-270	21	-44	-184	-28	-89	-132	0	-13
Cc1cccc(Cl)c1NC(=O)NCCCN1CCCCC1C (centres undefined)	4	-0.4	2	-1	.	0	5	-6	11	.	.
COC(=O)C1C(=O)C2=C(CC1C)NC(C)=C(C(=O)OC(C)C)C2c1ccc(OC)c(O)c1 (centres undefined)	6	2.0	20	3	13	22	3	5	-21	2	0
O=C(Nc1cccc(S(=O)(=O)N2CCCC2)c1)c1ccc2c(c1)OCO2	9	0.5	-12	2	13	-10	-2	-1	8	2	6
COc1ccc(-c2cc(CNc3nc(NCc4ccccc4OC)nc4ccsc34)on2)cc1	-18	2.2	25	12	.	14	24	53	25	.	.
CSc1ccccc1NC(=O)CCn1c(=O)oc2ccccc21	-13	0.1	4	-9	16	-2	15	14	-7	-5	4
CCN(CC)c1nc(SCC(=O)O)nc(N(CC)CC)n1	-8	2.7	9	3	-4	18	0	1	8	2	5
Cc1c(O)c(S(=O)c2ccccc2)c(=O)n(-c2ccccc2)c1-c1ccccc1 (centres undefined)	3	-1.5	8	10	9	7	11	13	-21	0	4
Cc1ccc(S(=O)(=O)N2CCCCC2)cc1C(=O)OCC(=O)NC(=O)NC12CC3CC(CC(C3)C1)C2	8	4.9	14	11	16	14	6	9	-77	-3	-1
CCCS(=O)(=O)N1CCC(C(=O)NCCCN(C)Cc2ccccc2)CC1	-1	-1.0	11	-14	10	7	10	6	-9	0	-14
Cc1cccc(NC(=O)Cn2nnc(C(=O)NCc3cccs3)c2N)c1C	-10	-0.6	23	-5	1	11	11	20	0	-4	-8
COc1ccc(CCNC(=O)CCN2C(=O)C(C)Oc3ccc(C)cc32)cc1OC (centres undefined)	10	-1.0	3	-11	-1	15	-11	22	15	-3	5
CNCc1ccccc1OCc1ccc(F)cc1	-6	-2.4	-1	1	2	12	7	2	-9	-1	9
CCn1c(Cc2ccccc2)nnc1SCC(=O)Nc1ccc(S(N)(=O)=O)cc1	0	1.0	14	-13	27	3	-11	-11	5	1	4
O=C(NCc1cccs1)c1ccc2sc([C@@H]3O[C@H](CO)[C@H](O)[C@H](O)[C@H]3O)nc2c1	-6	-0.4	-1	-10	.	-11	6	-11	40	.	.
Cc1cccc(-c2nn(-c3ccccc3)cc2C(=O)Nc2cccc(S(=O)(=O)NC3=NCCC3)c2)c1	-9	-0.1	-7	3	-1	-43	-14	12	-27	0	5
CCn1c2ccccc2c2cc(N)ccc21	-4	-1.0	-10	2	8	1	-26	2	-13	-4	2
Cc1ccc(COc2ccc(/C=N/NC(=O)c3nnn(-c4nonc4N)c3COc3ccc(F)cc3)cc2)cc1	5	0.1	-59	5	2	-51	3	-6	-3	-6	-2
CCOC(=O)C(NC(=O)CC)(Nc1nc2c(s1)CCCC2)C(F)(F)F (centres undefined)	10	-0.5	2	13	3	9	1	-9	-30	1	0
CCCC[C@@H]1C=C(C(=O)O)[C@H](c2ccc(Br)cc2)N1S(=O)(=O)c1ccc(C)cc1	-10	-1.7	17	-13	-4	0	8	0	23	.	0
CCN(C(=O)c1ccco1)c1nc(CC(=O)Nc2ccc(Cl)cc2)cs1	-1	1.1	-11	-6	4	-29	-7	17	-9	-2	-1
COc1ccc2c(Cl)c(C(=O)NCCCn3ccnc3)sc2c1	4	1.2	-22	-1	-19	-28	-15	20	9	0	1
COc1cc(OC)cc(-c2nc3ccccc3c(=O)o2)c1	-1	1.4	2	-4	14	4	10	8	10	2	2
CCN1CCN(S(=O)(=O)c2ccc(Cl)c(C(=O)Nc3nnc(C)s3)c2)CC1	12	0.1	-4	-13	2	5	-18	-7	-15	1	10
COc1cc(/C=C/c2noc(-c3ccccc3O)n2)ccc1OC(C)=O	6	-0.2	-401	14	-93	-25	-7	-64	-53	-1	-3
S=C(c1ccc(-c2ccc(Cl)c(Cl)c2)o1)N1CCOCC1	2	0.2	-350	15	-103	-420	-4	-143	-140	0	-40
CCn1c(SCC(=O)Nc2nc(-c3ccccc3)cs2)nnc1-c1ccccc1O	23	0.0	13	8	3	-11	-42	1	-29	3	14
Cc1nnc(SC(C)C#N)n1-c1ccccc1 (centres undefined)	8	6.8	9	6	9	16	0	5	-3	4	-3
COCCn1nnnc1C(C(C)C)N(Cc1cccnc1)Cc1ccccc1Cl (centres undefined)	-7	-3.3	14	-7	-13	21	18	-7	-8	2	2
O=C(NOCc1ccccc1)OCc1ccccc1	3	-3.4	-270	-13	-98	-200	-13	-98	-81	.	-15
COc1cccc(C2NC(=O)c3ccccc3O2)c1OC (centres undefined)	-9	-2.3	-2	5	6	11	10	5	8	3	5
COc1ccc([C@@H]2[C@@H]3C(=O)N(C(C)(C)C)C(=O)[C@@H]3[C@]3(Cc4ccccc4)C(=O)N(c4cccc(Br)c4)C(=O)N23)cc1	-6	1.1	-1	6	-14	-19	0	-14	-8	2	-8
CN(C)S(=O)(=O)c1cc(NC(=O)CN2CCN(c3ccccc3)CC2)ccc1Cl	11	-1.4	15	3	7	-1	-37	9	8	1	-22
Cc1ccc(C(=O)C(C)OC(=O)CN2C(=O)NC3(CCCC3)C2=O)cc1C (centres undefined)	6	-0.6	-7	-13	-12	-12	-11	-19	-15	0	-4
